Source: PubChem BioAssay
MT stabilizer: stabilizes microtubules in HeLa cells; % tubulin-high responders, % at 10 µM; HeLa tubulin immunostaining HCS, 24 h; share of cells brighter than vehicle mean+2SD; 200,000 compounds, 0.83% hits;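 active = plate Z-score above 3 for both tubulin-high and condensed-nucleus cell shares, with cell loss under 80%, at 10 µM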;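 also: anti alpha tubulin signal scored within the nucleus-defined area of each cell; some results filed as inactive read as strong as hits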
PMI inhibition: human PMI inhibitors, high substrate, primary screen, biochemical, fluorescence intensity, high mannose 6-phosphate (AID 1220). recombinant PMI enzyme, coupled fluorescence intensity; higher % means a stronger effect. 190,000 compounds, 0.66% hits. inhibition, % at 20 µM; hits with a dose series show IC50 in µM
TNAP activation fold: stimulation of alkaline phosphatase TNAP activity – biochemical, luminescent, no phosphate acceptor, uHTS, primary screen (AID 1001); 200,000 compounds, 0.03% hits; activation fold at 20 µM, or EC50 in µM where a hit was titrated; purified TNAP, luminescent activation assay, no phosphate acceptor; higher activation fold means a stronger effect; in the data active = activation fold from about 3, or a potency from the dose series; inactive = the rest, 99 in 100 with activation fold below about 1.6; also: many of its hits are not listed in these tables
Lipid droplet: hepatic lipid droplet formation modulation; AML12 mouse hepatocytes, oleate lipid droplets, BODIPY imaging; inhibition, % at 6.5 µM; 240,000 compounds, 0.4% hits;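 active = lipid droplet intensity inhibited by at least 50%, with more than 500 cells counted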
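Technique: fluorescence imaging, 20x objective, two fields per well / Assay system: AML12 hepatocytes (mouse) / Measure: % inhibition of lipid droplet signal / Doses: 6.5 µM single-point dosing / Incubation: overnight exposure / Reagent: 100 µM oleic acid challenge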
Autophagy mod: modulators of autophagy; MEF GFP-LC3 puncta imaging; test concentration mostly 10 µM; 190,000 compounds, 0.98% hits; calls only at 10 µM (by protocol); AID 463193;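 active = percentage of spot-positive cells more than 3 SD above its plate mean, without a fluorescence outlier flag or 80% toxicity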;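 also: spot-positive cell cutoff set from DMSO-treated cells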
b-catenin transl: beta-catenin nuclear translocation modulation; HeLa beta-catenin nuclear translocation, immunofluorescence imaging; nuclear translocation activity, % at 5 µM; 190,000 compounds, 0.3% hits;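 active = nuclear translocation activity above 50% at 5 µM, with a well cell count of 50 or more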;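 also: per-cell ratio of nuclear to cytoplasmic median beta-catenin stain intensity; plate controls were DMSO negative control for no effect and GSK-3 inhibitor IX positive control for full effect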
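test system = HeLa cells, endogenous beta-catenin | dosing = single 5 µM dose plus 0.02–20 µM confirmation series | times = compound treatment 24 h, 37°C, 5% CO2 | technique = beta-catenin immunofluorescence imaging with DAPI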
PMI inhibitors: inhibitors of human PMI, primary screen, biochemical, fluorescence intensity, coupled assay (AID 1209); purified PMI enzyme, coupled fluorescence intensity; higher % means a stronger effect; inhibition, % at 20 µM, or IC50 in µM where a hit was titrated; 190,000 compounds, 0.42% hits;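 also: plate controls were DMSO vehicle for no effect and wells lacking substrate for full effect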
Ins promoter up: MIN6 insulin promoter up-regulation; MIN6 insulin promoter-GFP reporter, high-content imaging; stronger effect = higher value; z-score at 5 µM; 190,000 compounds, 0.3% hits; AID 1625;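 active = z-score above 3 at 5 µM with at least 500 cells counted in the well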
T cell HTS: T cell immune modulators affecting CD8 T cell-vesicle binding; 2C CD8+ T cell-vesicle binding, flow cytometry; stronger effect = lower value; 330,000 compounds, 0.068% hits; calls only at 7 µM;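 active = response, share of CD8 T cells binding vesicles, and their 90th percentile fluorescence all below set limits, cut at about 80% in these data, passing the limit was not always enough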
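Material: murine 2C transgenic CD8+ T lymphocytes / Also added: QL9-peptide-loaded Drosophila micro-vesicles bearing Ld, ICAM-1 and B7-1 / Schedule: binding step 1.5 h, 37 °C, antibody labelling 20 min, ice / Signal: flow cytometry, PE anti-B7-1 (FL2) versus Alexa647 anti-CD8 (FL8), PFA-fixed / Evaluation: percent CD8+ FL2 mean versus row control / Benchmarks: naked versus QL9-loaded vesicles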
Ins promoter up cell count: further read-out of Ins promoter up, marked with its call; cell count; measured here: cytotoxicity, nuclei count;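 total cells summed across four imaged fields per well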
Lipid droplet cells 6.5 µM: recorded beside Lipid droplet, whose call it bears; cell count; measured here: cell count, cytotoxicity flag;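 cells counted across two imaged fields per well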
b-catenin transl cell count 5 µM: also measured in b-catenin transl; calls as there; cell count; measured here: cell count, cytotoxicity flag
T cell HTS vesicle-bound %: further read-out of T cell HTS, marked with its call; double positive events, %; measured here: CD8+ vesicle-bound cell fraction;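 binding gate set so that unloaded-vesicle control wells show 10% double positive cells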
MT stabilizer Hoechst-high %: recorded beside MT stabilizer, whose call it bears; % Hoechst-high responders; measured here: nuclear condensation Hoechst responders;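 share of cells brighter than vehicle mean plus two SD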
MT stabilizer cytotoxicity %: second read-out of MT stabilizer, no call of its own (marks repeat the call); toxicity, %; measured here: cytotoxicity by cell density;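 0% = mean cell density of plate MIN control wells and 100% = no cells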
Autophagy mod cell loss 18 h: recorded beside Autophagy mod, whose call it bears; toxicity, %; measured here: cell loss, nuclei count;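 cell loss after 18 h compound exposure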
Starred values were filed as active, the others as inactive; i = inactive; . = not tested or not shown. Rule as the data show it, unless noted: active = inhibition above about 50%; inactive = the rest.

SMILES | MT stabilizer | MT stabilizer Hoechst-high % | MT stabilizer cytotoxicity % | PMI inhibition | TNAP activation fold | Lipid droplet | Lipid droplet cells 6.5 µM | Autophagy mod | Autophagy mod cell loss 18 h | b-catenin transl | b-catenin transl cell count 5 µM | PMI inhibitors | Ins promoter up | Ins promoter up cell count | T cell HTS | T cell HTS vesicle-bound %
Cc1cccc(Nc2ncccc2C(=O)O)c1C | 1.7 | 1.8 | 1.9 | 8% | 1.1 | . | . | i | -7 | 1.7 | 1167 | 2% | 1 | 1073 | i | 24
Cc1noc(C)c1C(=O)Nc1sc(C)c(C)c1C#N | 5.3 | 2.7 | 6.7 | 7% | 1.1 | 1 | 776 | i | 4 | 0.1 | 995 | 11% | 1.3 | 1220 | i | 35
COc1ccc(CCC(=O)Nc2cc([N+](=O)[O-])ccc2OC)cc1 | 2.7 | 0.9 | 8.5 | 11% | 1.1 | 7 | 762 | i | 2 | 3.0 | 461 | 6% | 0.06 | 1235 | i | 45
O=C1c2ccncc2C(=O)N1C1CCCCC1 | 3.9 | 2.6 | 10 | -7% | 1 | . | . | i | 23 | -3.2 | 923 | -12% | 0.14 | 1506 | i | 5
N#C/C(=C(/O)COC(=O)COc1ccc(Cl)cc1)c1nc2ccccc2[nH]1 | 2.7 | 1.5 | 4.7 | -4% | 1.3 | -51 | 611 | i | 24 | 2.1 | 1103 | -1% | 1.2 | 1448 | i | 44
O=C1NC2(CCC3(CC2)OCCO3)NN1c1ccccc1 | 3.9 | 2.2 | 2.2 | -131% | 1.1 | 8 | 711 | i | 11 | 0.4 | 1035 | -60% | -0.76 | 1315 | i | 47
Cc1c(C(=O)NN)sc(-c2ccccc2)c1C#N | 2.0 | 0.9 | 4.9 | -24% | 1.3 | 0 | 718 | i | -19 | -0.5 | 1112 | -24% | -0.64 | 1310 | i | 37
Clc1cccc(N2CCN(c3ncnc4nc[nH]c34)CC2)c1 | . | . | . | . | . | -16 | 682 | . | . | -3.3 | 1242 | . | -0.41 | 1412 | i | 32
COC(=O)Cn1c2c(c3cc(C)ccc31)CCCC2NC(C)c1ccccc1 (stereo not given) | . | . | . | . | . | -1 | 715 | . | . | -1.5 | 1358 | . | 0.25 | 1126 | i | 34
C1=C(CCNc2ncnc3nc[nH]c23)CCCC1 | 1.5 | 1.2 | 6.6 | 10% | 2 | 1 | 522 | i | -9 | 1.8 | 1229 | 12% | . | . | i | 28
CSc1nc2ccc3nc(NC(=O)c4cccs4)sc3c2s1 | 2.4 | 2.7 | 3.3 | -1% | 1.1 | . | . | i | 9 | -16 | 1479 | 14% | 0.2 | 1326 | i | 11
O=C(CCn1ccc2ccccc21)Nc1ccc(N2CCOCC2)cc1 | 1.7 | 2.4 | 12 | 13% | 1.1 | . | . | i | 13 | -1.3 | 957 | 5% | . | . | i | 9
Cc1ccc(SCc2nc3ccccc3n2CC(=O)Nc2c(C)cccc2C)cc1 | 3.0 | 1.8 | 7.5 | 2% | 1.3 | . | . | i | -20 | -0.2 | 1305 | 3% | 0.13 | 1639 | i | 2
Cn1ncc2c(N3CCOCC3)ncnc21 | 9.2 | 1.3 | 6.9 | -4% | 1.1 | . | . | i | 11 | -0.8 | 972 | -10% | -0.34 | 1558 | i | 12
CC(=O)Nc1ccc(S(=O)(=O)N2CCOCC2)cc1 | 1.6 | 1.7 | 0.4 | -4% | 1.1 | -4 | 723 | i | -4 | 0.0 | 945 | -6% | -0.12 | 1143 | i | 25
C=CCn1c(O)c(N=NC(=O)c2ccc3c(c2)OCO3)c2ccccc21 | 1.2 | 1.7 | 9.6 | 9% | 1 | . | . | i | 15 | -0.1 | 1328 | 6% | -0.13 | 1720 | i | 60
CC(=O)Nc1ccc(NC(=O)C(C)OC(=O)c2ccccc2C(=O)c2ccc(Cl)c([N+](=O)[O-])c2)cc1 (stereo not given) | 1.5 | 2.9 | 2.4 | -2% | 1.1 | 18 | 684 | i | 9 | -3.2 | 989 | 9% | . | . | i | 59
COc1cc(NC(=S)NCCc2ccc(S(N)(=O)=O)cc2)c(OC)cc1Cl | 2.8 | 0.8 | 11 | 5% | 1.1 | 2 | 660 | i | -8 | 5.1 | 927 | 2% | 0.31 | 1590 | i | 34
CCOC(=O)N1CCN(C(=O)c2ccc(SC)cc2OC)CC1 | 1.6 | 1.0 | 4.9 | 1% | 1.1 | 5 | 727 | i | 5 | -2.1 | 1135 | 7% | 0.41 | 1394 | i | 20
CC(=O)c1c(C)nc2sc3c(=N)n(N)cnc3c2c1-c1ccc(Cl)cc1 | 6.8 | 2.0 | 16 | -3% | 1 | -11 | 690 | i | -14 | -1.6 | 573 | -12% | -0.49 | 1322 | i | 13

Profiles from above. Values in the order: MT stabilizer, MT stabilizer Hoechst-high %, MT stabilizer cytotoxicity %, PMI inhibition, TNAP activation fold, Lipid droplet, Lipid droplet cells 6.5 µM, Autophagy mod, Autophagy mod cell loss 18 h, b-catenin transl, b-catenin transl cell count 5 µM, PMI inhibitors, Ins promoter up, Ins promoter up cell count, T cell HTS, T cell HTS vesicle-bound %
Shown for COc1cc(NC(=S)NCCc2ccc(S(N)(=O)=O)cc2)c(OC)cc1Cl : 2.8, 0.8, 11, 5%, 1.1, 2, 660, i, -8, 5.1, 927, 2%, 0.31, 1590, i, 34
Shown for C=CCn1c(O)c(N=NC(=O)c2ccc3c(c2)OCO3)c2ccccc21 : 1.2, 1.7, 9.6, 9%, 1, ., ., i, 15, -0.1, 1328, 6%, -0.13, 1720, i, 60

The results go on:
SMILES | MT stabilizer | MT stabilizer Hoechst-high % | MT stabilizer cytotoxicity % | PMI inhibition | TNAP activation fold | Lipid droplet | Lipid droplet cells 6.5 µM | Autophagy mod | Autophagy mod cell loss 18 h | b-catenin transl | b-catenin transl cell count 5 µM | PMI inhibitors | Ins promoter up | Ins promoter up cell count | T cell HTS | T cell HTS vesicle-bound %
O=c1c2ccccc2nc2c3ccccc3cnn12 | 3.9 | 2.2 | 6.8 | 1% | 1.1 | -10 | 714 | i | -5 | -2.2 | 1142 | -2% | -0.03 | 1300 | i | 16
CCOC(=O)c1cc(C)n(CCCN2CCOCC2)c1C | 1.4 | 0.9 | 3.2 | -2% | 1.1 | 1 | 750 | i | 7 | 0.0 | 1186 | 6% | -0.17 | 929 | i | 57
CCC(C(=O)OCC(=O)Nc1c(C)n(C)n(-c2ccccc2)c1=O)c1ccccc1 (stereo not given) | 6.2 | 16 | 98 | -1% | 1 | 9 | 705 | i | 2 | . | . | 4% | -0.03 | 1059 | i | 28
O=C(NCc1ccccc1)NC1CC2CCC(C1)N2Cc1ccco1 (stereo not given) | 3.3 | 2.7 | 9.8 | 10% | 1.1 | . | . | i | 1 | -1.1 | 1212 | 7% | . | . | i | 4
Clc1ccc(CN2CCC(c3nc4ccc(Cl)cc4[nH]3)CC2)cc1 | 0.5 | 0.8 | 9.2 | -5% | 1 | . | . | i | 13 | -1.4 | 1429 | -6% | -0.22 | 1500 | i | 32
COc1ccc(C2c3c(ncn(CCN4CCOCC4)c3=N)Oc3ccc4ccccc4c32)cc1 (stereo not given) | 5.4 | 2.8 | 2.3 | -5% | 1.1 | -3 | 691 | i | -5 | 4.7 | 1139 | -2% | -1.1 | 900 | i | 27
Cc1ccc(-c2nn(-c3ccccn3)c(=O)c3ccccc23)cc1 | 2.4 | 2.2 | 8.2 | -5% | 1 | 34 | 684 | i | -5 | -1.8 | 1100 | -12% | -0.1 | 1269 | i | 52
COC(=O)c1cc(COc2ccc3c4c(c(=O)oc3c2)CCCC4)c(C)o1 | 2.8 | 3.3 | 13 | 1% | 1 | . | . | i | -7 | 1.5 | 1103 | 0% | 0.52 | 1271 | i | 21
CCN(CC)C(=O)CSc1nnc2nnc3cc(Cl)ccc3n12 | . | . | . | . | . | 21 | 765 | . | . | 0.6 | 1319 | . | 0.86 | 1088 | i | 22
COc1ccccc1NC(=O)Cn1nnc(C(=O)Nc2ccccc2)c1N | 6.8 | 4.0 | 7.0 | 11% | 1 | 4 | 738 | i | -4 | -0.1 | 958 | 15% | -0.13 | 1127 | i | 42
CCCCN1CC(O)=C(c2nc3ccccc3[nH]2)C1=N | 1.7 | 2.0 | 0.9 | -7% | . | . | . | i | 0 | -0.4 | 1388 | -7% | 0.45 | 1208 | i | 20
C/C(=N/NC(=O)c1cccs1)c1cccc(NC(=O)C2CC2)c1 | 3.0 | 2.2 | 5.3 | -7% | 1.1 | . | . | i | -38 | -0.1 | 1365 | -7% | 0.13 | 1526 | i | 45
COc1cccc(NC(=O)Cc2cn(C)c3ccccc23)c1 | 0.9 | 2.1 | 9.3 | -3% | 1 | -38 | 762 | i | 2 | 1.9 | 1212 | 5% | -0.4 | 1266 | i | 38
CN1CCN(c2ccc([N+](=O)[O-])cc2C(=O)c2ccccc2)CC1 | 16 | 4.5 | 33 | 2% | 0.8 | 7 | 692 | i | 12 | 4.9 | 1044 | 8% | -0.7 | 1327 | i | 31
Cc1c(Br)cc(C(=O)N2CCCCCC2)c(C)c1C | 1.4 | 1.0 | 9.3 | -3% | 1.1 | -8 | 780 | i | 2 | . | . | -2% | 1.2 | 898 | i | 31
CC1(C)CC(=O)C(C=Nc2ccc(O)cc2)=C(O)C1 | 4.2 | 1.6 | 0.2 | 22% | 1.1 | . | . | i | 3 | -2.1 | 1009 | 16% | 0.32 | 1460 | . | .
O=C(/C=C/c1ccccc1)N1CCC(N2CCC(C(=O)N3CCOCC3)CC2)CC1 | 4.5 | 1.4 | 3.2 | 3% | 1.1 | 23 | 742 | i | 12 | 1.4 | 974 | 8% | 0.38 | 1501 | i | 28
CCOC(=O)c1ccc(N/C(=N\S(=O)(=O)c2ccccc2C)c2ccccc2)cc1 | 1.6 | 2.1 | 5.8 | 6% | 1.1 | . | . | i | 5 | -0.3 | 1262 | 11% | -0.25 | 1545 | i | 27
O=C1C2CC=C(Cl)CC2C(=O)N1CCC[n+]1cccc2ccccc21 (stereo not given) | 1.8 | 2.5 | 9.6 | 16% | 1 | 3 | 640 | i | -5 | -2.1 | 1103 | 9% | 0.04 | 1423 | i | 46
[O-][N+]12CCCCC1CCCC2CO (stereo not given) | . | . | . | . | . | 5 | 711 | . | . | -0.5 | 1347 | . | 0.05 | 977 | i | 46
